# KOR beta-arrestin-1: KOR antagonists, beta-arrestin recruitment, cell-based, luminescence, uHTS (AID 1778). KOR beta-arrestin recruitment, luminescence, antagonist mode; higher % means a stronger effect. inhibition, % at 10 µM; hits with a dose series show IC50 in µM. actives 0.091% (n = 290,000); in the data active = inhibition above about 50%; also: strong numbers were not always called active
# Rac1 GTP hydrolysis: MgcRacGAP GTPase-activating activity inhibitors, confirmation, biochemical, ADP Hunter fluorescence; MgcRacGAP-stimulated Rac1 GTP hydrolysis, ADP Hunter fluorescence; higher % means a stronger effect; GST-tagged Rac1 F28L mutant substrate; actives 0.6% (n = 340,000); inhibition, % at 30 µM; hits with a dose series show IC50 in µM;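 active = first-screen hits whose inhibition reached a set limit at any dose in the follow-up dose series; inconclusive = inhibition above the set first-screen limit but never retested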;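 also: fluorescence reports GDP produced by GAP-driven GTP hydrolysis; strong numbers were not always called active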
# GPR35 antagonists: GPR35 antagonists blocking zaprinast-driven arrestin recruitment, primary screen, imaging, U2OS, beta-arrestin-GFP, zaprinast agonist (AID 2058) | U2OS GPR35 beta-arrestin-GFP translocation imaging, zaprinast antagonism; higher % means a stronger effect | inhibition, % at 10 µM, or IC50 in µM where a hit was titrated | actives 0.052% (n = 290,000);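 active = inhibition of at least 50% with at least 30 cells and total cytoplasm GFP at most 10,000,000; inconclusive = under 30 cells or total GFP of 10,000,000 plus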
# GPR55 antagonists: GPR55 antagonists blocking LPI-driven arrestin recruitment, primary screen, imaging, U2OS, beta-arrestin-GFP, LPI agonist (AID 2013). U2OS GPR55 beta-arrestin-GFP translocation imaging, LPI antagonism; higher % means a stronger effect. inhibition, % at 10 µM, or IC50 in µM where a hit was titrated. actives 0.13% (n = 290,000);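 active = spots per cell inhibited over 60%, with over 100 cells counted and total cytoplasm intensity under 500,000; inconclusive = wells with under 100 cells, flagged as likely toxic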;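 also: U2OS cells stably carrying GPR55 and arrestin-GFP stimulated by 5 µM LPI near EC80; imaged beta-arrestin-GFP aggregate spots per cell after agonist stimulation; plate controls were LPI-stimulated DMSO wells for no effect and DMSO wells without LPI for full effect; some results filed as inactive read as strong as hits; confirmed hits need IC50 under 10 µM and bright autofluorescent wells are also inconclusive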
# UTI89 phage lysis: inhibition of K1F phage lysis, E. coli UTI89, bacterial capsule biogenesis inhibitors, alamar blue (AID 488966); E. coli UTI89 K1F phage lysis, alamar blue, 2 h; higher % means a stronger effect; actives 0.02% (n = 340,000); inhibition, % at 100 µM, or IC50 in µM where a hit was titrated;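 active = phage lysis inhibition, versus mean bacterial control, above a set limit; inconclusive = no clear call, values can overlap the other calls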;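 also: capsule biogenesis inhibitors block K1F phage lysis so surviving cells raise fluorescence; higher fluorescence means more inhibition of phage lysis; actives were called in the ten point dose series up to 300 µM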
# NTR1 ag: agonists of NTR1, primary screen, imaging, U2OS cells, beta-arrestin-GFP, high content (AID 493036) | activation, % at 20 µM | NTR1-U2OS beta-arrestin-GFP spot imaging, agonist mode | P30989 | actives 0.17% (n = 330,000);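 active = activation at or above 40% of the spot to cytoplasm intensity ratio, with at least 20 cells analyzed; inconclusive = wells under 20 cells, flagged as cytotoxic or low count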;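 also: 0% = DMSO without peptide and 100% = 100 nM NTR1 peptide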
# Target sequence (P30989 whole entry, looked up): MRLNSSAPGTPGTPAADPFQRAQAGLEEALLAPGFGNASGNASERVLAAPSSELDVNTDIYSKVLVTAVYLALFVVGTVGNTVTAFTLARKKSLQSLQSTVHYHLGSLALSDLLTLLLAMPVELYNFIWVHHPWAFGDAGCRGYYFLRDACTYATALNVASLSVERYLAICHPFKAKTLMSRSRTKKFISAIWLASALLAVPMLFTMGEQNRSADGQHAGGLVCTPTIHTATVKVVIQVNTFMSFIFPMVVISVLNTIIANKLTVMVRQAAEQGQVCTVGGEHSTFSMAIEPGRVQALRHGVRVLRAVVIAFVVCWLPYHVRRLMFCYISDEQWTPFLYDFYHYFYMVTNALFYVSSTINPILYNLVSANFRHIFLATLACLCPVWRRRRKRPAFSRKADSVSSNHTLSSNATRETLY
# NOD1 NF-kB reporter: inhibition of NOD1-driven NF-kB reporter – cell-based, luminescence, uHTS, primary screen (AID 1578); actives 1% (n = 290,000); inhibition, % at 4 µM; hits with a dose series show EC50 in µM; NOD1-driven NF-kB luciferase reporter cells, luminescence; higher % means a stronger effect; in the data active = inhibition mostly above about 36%, no sharp cut-off; inactive = mostly below about 34%;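 also: HEK-293T reporter cells stimulated with the NOD1 agonist gamma-tri-DAP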
# GPR55 activation: GPR55 agonists via beta-arrestin recruitment, primary screen, imaging, U2OS cells, beta-arrestin-GFP redistribution (AID 1961). activation, % at 10 µM, or EC50 in µM where a hit was titrated. U2OS GPR55 beta-arrestin-GFP redistribution imaging; higher % means a stronger effect. actives 0.048% (n = 290,000);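 active = activation above 40% with more than 50 cells counted in the well; inconclusive = wells holding fewer than 50 cells, flagged as toxic or sparse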;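 also: U2OS osteosarcoma cells stably expressing GPR55 and beta-arrestin-GFP; plate controls were DMSO negative control for no effect and LPI positive control for full effect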
# KOR beta-arrestin-2: kappa opioid receptor activators – cell-based, luminescence, uHTS, primary screen (AID 1777). KOR beta-arrestin recruitment, luminescence; higher % means a stronger effect. actives 0.02% (n = 280,000). activation, % at 10 µM, or EC50 in µM where a hit was titrated; in the data active = activation above about 50%, passing the limit was not always enough; also: a part of the inactive calls stands beside numbers as strong as those of hits
# NTR1 ag cell count 20 µM: second read-out of NTR1 ag, no call of its own (marks repeat the call); cell count; measured here: cell count, cytotoxicity flag
# * hit, by the source's call; ? = inconclusive; · = no result given; [ ] = dose if it differs, or a comment. The list is partial; rates above refer to the full screens.
# Under each structure: KOR beta-arrestin-1	Rac1 GTP hydrolysis	GPR35 antagonists	GPR55 antagonists	UTI89 phage lysis	NTR1 ag	NTR1 ag cell count 20 µM	NOD1 NF-kB reporter	GPR55 activation	KOR beta-arrestin-2
- Cn1c(-c2ccccc2)cc(=O)c2ccccc21
 : 26%	12%	-10%	14%	1.2%[50 µM]	-0.9	49	-27%	0.2%	-1.8%
- CSCCNCc1c(C(=O)N2CCOCC2)nc2c(C)cccn12
 : 31%[20 µM]	10%	-14%	11%	0.4%	-0.3	70	-28%	-0.1%	·
- O=C(Nc1ccc(NS(=O)(=O)c2ccccc2)cc1)c1ccc(Cl)cc1
 : -27%	1%	-8%	0%	-0.7%[50 µM]	2.4	65	-6%	-0.1%	8.9%
- COc1ccc(CNC(=O)CN2C(=O)C(c3ccccc3)Oc3cccnc32)cc1 (stereo not drawn)
 : 17%[20 µM]	-2%	-12%	0%	0.8%	0.2	91	8%	0.5%	-4.7%
- CCC(NC(=O)c1ccccc1NC(=O)c1ccc(C)cc1)C(=O)O (stereo not drawn)
 : -32%	8%	8%	3%	-0.7%	-2.3	51	-37%	-0.1%	3.1%
- Cc1onc(-c2ccccc2Cl)c1C(=O)NCc1ccc2c(c1)cc(C)n2C
 : 37%	16%	-5%	14%	-0.6%	-2.3	95	-2%	-0.1%	-2.4%
- Cc1ccc(S(=O)(=O)NC(CC(=O)NCC2CCCO2)c2ccccc2)cc1 (stereo not drawn)
 : -15%[20 µM]	12%	-13%	-16%	0.2%	-1.8	45	-14%	-0.1%	-4.5%
- CC1=C/C(=C(\c2ccc(O)c(C)c2)c2ccccc2S(=O)(=O)O)C=CC1=O
 : -4%	3%	3%	4%	-0.4%	-0.3	65	23%	0.4%	-1.6%
- COc1ccc(OCCCCN2CCC(C)CC2)cc1
 : -25%	?	-3%	0%	0.4%	-1.9	93	1%	-0.1%	1.4%
- Cc1nn(C)c(C(=O)N2CCOCC2)c1Cl
 : 4%	0%	-10%	1%	-2.3%	1.0	39	54%	-0.2%	9.0%
- COc1ccc(C)cc1NC(=O)CN1CCN(c2ccccn2)CC1
 : -16%	3%	-7%	3%	0.1%	0.8	54	-12%	-0.1%	-1.2%
- COc1ccc(CNC(=O)C2CC(c3ccc(C(F)(F)F)cc3)=NO2)cc1 (stereo not drawn)
 : -10%	10%	-14%	-14%	0.6%	-4.4	102	-2%	-0.2%	0.1%
- CCOC(=O)C1CCN(C(=O)COc2ccc(Cl)cc2Cl)CC1
 : 37%	10%	-4%	6%	0.3%	0.2	24	-18%	-0.1%	-0.5%
- COC(=O)c1ccccc1NC(=S)N(Cc1ccc2c(c1)OCO2)Cc1cc2cc(OC)ccc2[nH]c1=O
 : 14%	10%	4%	4%	0.5%	2.1	40	-30%	-0.3%	6.1%
- CC(C)CC1(C)NC(=O)N(CC(=O)Nc2ccc3c(c2)CCC3)C1=O (stereo not drawn)
 : 16%	6%	-16%	9%	0.5%	1.0	55	-35%	-0.7%	-2.3%
- Cc1ccc(NS(=O)(=O)c2ccc(OCC(=O)N3CCOCC3)cc2)cc1
 : 18%	1%	-5%	8%	0.0%	0.1	55	-12%	-0.1%	-4.0%
- COCCNC(=O)c1cc2cc(Cl)cc(Cl)c2oc1=O
 : 16%[20 µM]	9%	4%	-2%	-0.4%[50 µM]	-0.2	60	-22%	0.2%	-8.6%
- Cc1ccc(CNC(=O)c2coc(=O)c3ccccc23)o1
 : -18%	7%	16%	-20%	-0.1%	-0.5	51	-1%	0.9%	-4.1%
- Cc1nc2ccc(N=NC3=C(O)CC(C)(C)CC3=O)cc2s1
 : -13%	10%	13%	16%	5.3%	1.6	64	-53%	-0.2%	5.5%
- CC(C)(C)C(=O)c1cnc(Nc2ccccc2)s1
 : 28%	10%	-3%	-12%	0.2%	2.9	41	-20%	-0.2%	3.2%
- CC(=O)Nc1ccccc1C(=O)N1CC2(C)CC1CC(C)(C)C2 (stereo not drawn)
 : 11%	5%	3%	-4%	0.3%	4.1	70	-19%	0.0%	-1.8%
- CC(Oc1ccc(F)cc1)C(=O)Nc1cccc(-c2nn[nH]n2)c1 (stereo not drawn)
 : -6%	12%	-2%	-15%	-0.4%	-0.1	58	-47%	-0.2%	3.8%
- Cc1ccc(C(N)=Nc2ccccc2)cc1
 : 8%	6%	5%	4%	0.2%	0.6	79	-12%	-0.1%	-1.7%
- CCOC(=O)CCCn1c(C)nc(=O)c(-c2ccccc2)c1C
 : -18%	-3%	4%	2%	0.5%	0.1	47	-9%	0.1%	-4.7%

# High-throughput results as filed in PubChem.
